Screening results as filed in PubChem.
CIT2 TOR yeast: modulators of TOR pathway CIT2-GFP in S. cerevisiae. S. cerevisiae CIT2-GFP strain, flow cytometry, 3 h; 100 means same as DMSO wells. GFP response vs DMSO, % at 10 µM. 0.065% of 320,000 active. AID 2029;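 active = GFP response relative to DMSO above a set limit, near the screen mean plus 3 SD, cut at about 150% in these data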;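 note: ratio of well median GFP fluorescence to mean of DMSO wells on the plate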
MCL1-BIM inh: disrupts human MCL1 binding to BIM-BH3 peptide; inhibition, % at 10.9 µM; 0.68% of 320,000 active; Q07820; GST-MCL1 / FITC-Bim-BH3 fluorescence polarization;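 active = inhibition above the mean inhibition of all tested compounds plus 3 SD, set per campaign, cut at about 40% in these data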;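 note: 0% = DMSO wells and 100% = unlabeled Bim-BH3 peptide control; higher means more loss of mP so more displacement of Bim peptide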
VLA-4 inh: inhibition in a human VLA-4 binding assay. P13612. VLA-4 expressing cells, ligand binding flow cytometry. inhibition, % (about 7 µM as worked out from the volumes in the protocol). 0.2% of 330,000 active. AID 2557; in the data active = inhibition above about 50%
BCLXL inh: Bcl-xL (human) inhibition. 0.7% of 320,000 active. GST-Bcl-xL / FITC-Bim BH3 peptide fluorescence polarization. inhibition, % at 10.9 µM. Q07817;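 active = inhibition above the mean of all tested compounds plus 3 SD, cutoff set per campaign, cut at about 30% in these data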;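 note: 0% = DMSO wells and 100% = unlabeled Bim-BH3 peptide competitor; inhibitors lower millipolarization by displacing the labeled peptide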
Target sequence (Q07817 whole entry, looked up): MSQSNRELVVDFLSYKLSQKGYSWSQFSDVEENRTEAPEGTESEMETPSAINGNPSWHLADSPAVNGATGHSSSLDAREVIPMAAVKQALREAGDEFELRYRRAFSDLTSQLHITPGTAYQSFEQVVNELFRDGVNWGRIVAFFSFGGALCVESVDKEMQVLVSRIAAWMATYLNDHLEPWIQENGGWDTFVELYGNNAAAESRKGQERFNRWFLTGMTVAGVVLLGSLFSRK
AGP1 TOR yeast: modulators of TOR pathway AGP1-GFP in S. cerevisiae; S. cerevisiae AGP1-GFP multiplex flow cytometry, 3 h; GFP as percent of DMSO wells; GFP response vs DMSO, % at 10 µM; 0.02% of 320,000 active; AID 2066;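 active = GFP response relative to DMSO above a set limit, near screen average plus 3 SD, cut at about 150% in these data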;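 note: median GFP channel fluorescence of the gated AGP1 strain per well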
Fam108B counter: blocks mouse Fam108B hydrolase in RBBP9 counter-screen. AID 1947. recombinant Fam108B, FP-Rh probe fluorescence polarization. inhibition, % at 9.51 µM. 0.33% of 300,000 active;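 active = inhibition above the screen mean inhibition plus 3 SD, computed separately per campaign, cut at about 18% in these data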;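 note: inhibitors lower polarization as less probe binds the enzyme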
GLD-1 RNA inh: GLD-1-TGE RNA interaction inhibition (C. elegans); purified GLD-1 + fluorescein TGE RNA, fluorescence polarization; 0.44% of 320,000 active; Q17339; inhibition, % at 5.96 µM; AID 2280;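 active = percent inhibition above a per-plate cutoff, the plate mean of test compounds plus 3 SD, cut at about 30% in these data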;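 note: 0% = DMSO wells with GLD-1 and probe and 100% = wells lacking GLD-1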
GRK2 aptamer HTS: blocks RNA aptamer binding to human GRK2; P25098; 0.59% of 330,000 active; inhibition of aptamer binding, % at 10 µM; bead flow cytometry, FAM-aptamer displacement from GRK2; AID 488847;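 active = inhibition of aptamer binding above 40%, roughly 3 SD of noise, on plates passing a quality check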;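 note: median bead fluorescence of bound FAM aptamer so fluorescent compounds give negative values; no value below 0 was filed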
MEX-5 binding: C. elegans MEX-5 TCR-2 RNA binding activity; MEX-5/FITC-TCR2 RNA binding, fluorescence polarization; hits give low values; activity score (negative = inhibition of binding), % at 10 µM; 0.38% of 300,000 active; Q9XUB2;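 active = inhibition past about -25% in most replicates, and total fluorescence under double the plate's negative control median, limit read from the data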;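 note: 0% = DMSO and -100% = 5 µM competing unlabeled TCR2 RNA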
Target sequence (Q9XUB2 whole entry, looked up): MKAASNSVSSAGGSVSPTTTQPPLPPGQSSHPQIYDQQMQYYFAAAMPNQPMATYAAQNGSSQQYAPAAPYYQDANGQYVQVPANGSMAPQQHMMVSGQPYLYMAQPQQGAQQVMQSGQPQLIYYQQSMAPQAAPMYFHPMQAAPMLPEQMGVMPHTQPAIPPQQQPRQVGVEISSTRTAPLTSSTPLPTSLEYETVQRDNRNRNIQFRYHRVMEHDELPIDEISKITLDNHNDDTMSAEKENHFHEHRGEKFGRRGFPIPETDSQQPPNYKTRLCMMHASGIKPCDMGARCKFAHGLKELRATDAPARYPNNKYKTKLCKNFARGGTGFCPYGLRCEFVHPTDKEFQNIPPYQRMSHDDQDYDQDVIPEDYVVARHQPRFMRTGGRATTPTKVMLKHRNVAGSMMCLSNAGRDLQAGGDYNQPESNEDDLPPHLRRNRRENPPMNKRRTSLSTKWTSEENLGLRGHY
Numbers without * were called inactive; . = not tested or not shown.

The line under a structure holds: CIT2 TOR yeast	MCL1-BIM inh	VLA-4 inh	BCLXL inh	AGP1 TOR yeast	Fam108B counter	GLD-1 RNA inh	GRK2 aptamer HTS	MEX-5 binding
CS(=O)(=O)c1ccc(-c2nn[nH]n2)cc1
  99.4	4.5	3.6	11.3	99.5	1.7	-0.3	2.0	-2.1
O=C1CC(C(=O)O)S/C(=N\NC(=O)c2ccc(F)cc2)N1 (stereo unspecified)
  100.7	2.2	14.8	1.2	101.8	-2.0	4.5	0.0	-6.3
Cc1ccc(C(=O)NC(=S)Nc2ccccc2N2CCCC2)cc1[N+](=O)[O-]
  90.5	0.3	.	-1.4	93.2	-3.1	-1.4	0.0	1.1
O=[N+]([O-])c1ccc(CN2CCN(c3ccc(Cl)cc3)CC2)o1
  101.1	1.2	-4.0	7.8	96.9	0.8	-1.2	19.0	0.5
CCOC(=O)/C=C1/SCC(=O)N1CC(=O)Nc1cccc(F)c1
  91.8	-13.0	-17.9	-3.5	95.3	.	-5.6	4.0	.
CCN(CC)S(=O)(=O)c1ccc(/C=C/C(=O)Nc2ccc(Br)cc2F)cc1
  98.1	-2.3	24.0	-2.0	103.5	-34.9	-6.1	3.0	0.5
CS(=O)CSc1nc2c(cc1C#N)CCCC2 (stereo unspecified)
  104.3	1.9	-3.8	4.6	111.1	2.8	-4.4	0.0	1.1
CCC(Cc1ccccc1)NC(=O)CCNS(=O)(=O)c1cc(Br)cnc1N (stereo unspecified)
  98.0	-1.4	0.1	1.6	99.5	1.4	5.0	2.0	-0.1
COC(CNC(=O)CN1CCN(Cc2ccc(F)cc2Cl)C1=O)OC
  98.6	-0.5	5.3	2.1	106.0	3.9	0.2	17.0	0.3
CCOC(=O)c1nnn2c1nc(N1CCN(C)CC1)c1ccccc12
  94.2	-1.9	-2.2	-2.5	101.3	1.1	4.1	1.0	0.1
CC(C)Cc1nnc(NC(=O)CCS(=O)(=O)c2ccc(Cl)cc2)s1
  102.1	-2.5	-4.4	4.2	95.2	-4.4	8.4	0.0	1.2
COCc1cc(CN2CCN(CCCc3ccccc3)C(CCO)C2)ccc1OC (stereo unspecified)
  97.9	4.1	-2.6	6.5	96.2	3.5	5.6	6.0	1.9
Cc1cc(C)cc(C(=O)N(C)C2CCCN(Cc3ccccc3F)C2)c1 (stereo unspecified)
  102.9	11.9	26.6	3.1	99.9	-1.7	2.3	0.0	1.8
Fc1ccccc1/C=N/n1c(COc2ccccc2)n[nH]c1=S
  88.5	-29.6	9.1	-21.4	91.4	-1.6	-2.5	0.0	0.5
Cc1ccc2c(c1)sc1nc(=O)ccn12
  97.0	-3.5	34.2	-0.5	95.5	1.9	6.7	3.0	-2.3
Cc1ccc(C(c2sc3ncnn3c2O)N2CCCCC2)cc1 (stereo unspecified)
  98.8	-0.3	-7.1	0.0	97.2	-3.0	-1.7	1.0	2.0
COc1cc(/C=N/NC(=O)Nc2ccccc2)ccc1OC(C)=O
  116.3	-0.9	-9.2	5.3	104.4	7.1	0.1	4.0	3.0
COc1ccc(NC(=O)NC2(C(=O)N3CCOCC3)CCCCC2)cc1
  106.2	4.8	1.6	2.5	104.4	0.8	8.9	0.0	-5.6
COc1cccc(NC(=O)c2csc3c2CCCC3)c1
  89.9	-4.3	4.1	-7.4	92.7	-3.6	5.5	0.0	1.5
Cn1c(-c2ccc(=O)[nH]c2)nc2ccccc21
  93.4	-1.1	-10.7	6.0	.	-3.3	7.5	1.0	0.1

Reprinted at random: 2 entries already listed
The line under a structure holds: CIT2 TOR yeast	MCL1-BIM inh	VLA-4 inh	BCLXL inh	AGP1 TOR yeast	Fam108B counter	GLD-1 RNA inh	GRK2 aptamer HTS	MEX-5 binding
COCc1cc(CN2CCN(CCCc3ccccc3)C(CCO)C2)ccc1OC (stereo unspecified)
  97.9	4.1	-2.6	6.5	96.2	3.5	5.6	6.0	1.9
Cc1ccc(C(c2sc3ncnn3c2O)N2CCCCC2)cc1 (stereo unspecified)
  98.8	-0.3	-7.1	0.0	97.2	-3.0	-1.7	1.0	2.0

Other compounds
The line under a structure holds: CIT2 TOR yeast	MCL1-BIM inh	VLA-4 inh	BCLXL inh	AGP1 TOR yeast	Fam108B counter	GLD-1 RNA inh	GRK2 aptamer HTS	MEX-5 binding
S=C(NC1CCCCC1)c1ccc2c(c1)OCO2
  99.9	8.8	15.0	1.2	95.2	-5.3	1.8	2.0	-1.1
CC(C)Oc1ccc(CNC(=O)Cn2c(=O)c3cccn3c3cccnc32)cc1
  95.7	-9.1	-2.7	-8.6	96.4	-4.1	0.8	6.0	1.2
CC(Sc1nnnn1-c1ccc(Cl)cc1)C(=O)NCC(=O)Nc1ccc(F)c(F)c1F (stereo unspecified)
  112.2	-1.2	-1.0	3.1	108.7	3.4	9.2	2.0	-4.0
O=C(Nc1cccnc1Cl)c1cc2ccccc2o1
  89.1	7.3	24.4	4.9	89.1	-5.2	-1.4	3.0	-2.4
COC(=O)C1=C(C)N(Cc2ccccc2)C(=O)N[C@H]1c1ccc(Br)cc1
  89.4	-5.5	10.2	2.0	87.1	5.5	2.4	0.0	-1.6
CCOc1ccc(-c2nnc(N(CC)C(=O)C3CCC3)s2)cc1
  93.1	-0.3	0.2	-7.5	97.1	-4.1	0.0	0.0	-1.4
CC(=O)Nc1ccccc1-c1nn[nH]n1
  96.9	8.1	13.4	3.0	102.5	-0.6	7.1	1.0	-3.7
Cc1noc(C)c1S(=O)(=O)N1CCC(C(=O)Nc2ccc(OC(F)(F)F)cc2)CC1
  83.5	-1.1	17.1	-0.2	95.5	-1.9	4.0	3.0	0.4
CC(=O)c1nnn(-c2nc(N3CCCC3)nc(N(c3ccccc3)c3ccccc3)n2)c1C
  112.4	-7.3	-8.2	1.5	102.6	1.1	3.3	1.0	-1.8
CCCCc1ccc(/C(C)=N/NC(=O)C2CCCC2)cc1
  101.6	-7.2	15.0	-1.7	95.3	2.0	3.2	6.0	0.5
CCOc1ccccc1C(=O)Nc1ccccc1C(N)=O
  104.1	1.4	5.8	0.8	102.0	4.9	3.7	5.0	0.5
NS(=O)(=O)c1ccc(NC(=O)COC(=O)c2ncc(Cl)c(Cl)c2Cl)cc1
  105.0	.	0.7	.	97.5	.	7.0	1.0	.
O=C(OCc1cc(-c2ccccc2)no1)c1ccc2ccccc2n1
  86.3	6.6	-1.1	6.2	86.5	1.6	5.5	6.0	0.2
Cc1cc(C(=O)NC2CCCc3c2cnn3-c2ccc(C)c(C)c2)n(C)n1 (stereo unspecified)
  103.2	-4.8	2.9	-1.3	96.2	-5.8	5.4	22.0	0.3
N#C/C(=C\c1cccnc1)C(=O)Nc1ccccc1
  88.9	27.2	-8.1	30.7*	95.3	-4.2	28.6	0.0	.
Cc1cc(NS(=O)(=O)c2ccc(NC(=O)c3ccc(Br)o3)cc2)nc(C)n1
  111.5	10.1	-1.9	4.6	104.3	1.1	-0.4	5.0	-0.4
CN1CCc2ccc(NC(=O)c3ccc(C(F)(F)F)cc3)cc2C1
  102.9	4.8	6.2	1.3	99.2	-5.6	0.3	0.0	3.4
N#Cc1c(N)sc2c1CCN(C(=O)OCc1ccccc1)C2
  102.6	-2.9	-27.7	0.8	100.1	3.5	-1.3	1.0	2.6
CN(C)c1cccc(C(=O)OCC(=O)NC(=O)NCc2ccccc2)c1
  120.3	.	1.0	.	120.1	.	-0.6	1.0	.
Cc1ccc(S(=O)(=O)N2CCN(C(=O)COC(=O)COc3cccc(C(F)(F)F)c3)CC2)c(C)c1
  95.0	.	15.0	.	97.0	.	9.2	0.0	.
COc1ccccc1OCC(=O)N(Cc1nnc(-c2ccccc2Cl)o1)C1CC1
  106.4	-3.7	31.1	-3.1	100.1	-0.7	9.3	0.0	-0.6
NS(=O)(=O)c1ccc(CNC(=O)Cc2c(F)cccc2Cl)cc1
  99.1	-0.5	16.6	5.8	94.7	3.5	-1.3	0.0	0.4
CCOC(=O)c1c(C)[nH]c(C)c1C(=O)COC(=O)CNC(=O)c1ccc(OCC)cc1
  103.9	-8.0	-5.2	-0.1	104.4	-3.8	-1.6	0.0	3.3
CC1(C)Oc2ccc(C(=O)NC3CCCCC3)cc2N(CC#N)C1=O
  95.0	5.5	-3.2	5.0	93.4	2.0	3.6	0.0	-1.4
Cc1ccc(C(=O)N/N=C\C=C\c2ccc(Br)cc2)cn1
  94.5	-2.3	10.2	-5.2	96.5	-1.5	1.1	36.0	0.5
Cc1cccc(NC(=O)CSCC(=O)Nc2cc(S(=O)(=O)N3CCOCC3)ccc2N2CCCC2)c1
  109.4	-6.3	9.8	0.1	95.8	3.1	0.7	0.0	-3.8
CN(C(=O)COc1ccccc1)C1CCS(=O)(=O)C1 (stereo unspecified)
  106.9	14.2	11.1	-0.4	102.0	-0.5	-6.7	5.0	3.0
O=C(NNC(=O)c1ccccc1-c1ccccc1C(=O)O)c1ccccc1
  97.3	1.8	13.0	6.9	100.5	-2.3	0.2	2.0	-0.6
COc1ccc(-c2c(-c3cc(OC)cc(OC)c3)n(C)c3ccc(Br)cc23)cc1
  94.1	6.0	0.0	4.2	101.9	.	10.6	2.0	.
Cc1cccc(N2C(=S)NC3c4ccccc4OC2(C)C3C(=O)N(C)C)c1 (stereo unspecified)
  108.6	5.6	-7.1	7.8	102.4	4.4	3.3	0.0	0.2
Nc1nc2n(n1)C(c1c(F)cccc1Cl)CC(c1ccc(F)cc1)N2 (stereo unspecified)
  91.5	-1.5	11.5	2.1	93.9	3.0	5.4	1.0	1.0
COc1cc2c(cc1OC)CN(C(=O)CN1CCN(S(=O)(=O)c3ccc(C)c(C)c3)CC1)CC2
  111.7	3.3	7.2	-0.8	108.8	1.2	-1.6	5.0	0.4
CN(C)c1ccc(/C=C(\C#N)C(=O)NCc2ccco2)cc1
  89.3	-9.1	0.5	-9.8	99.0	29.0*	-46.0	3.0	-41.6*
CCCCNc1nc2c(c(=O)[nH]c(=O)n2C)n1CCOc1ccccc1
  103.6	4.1	1.6	1.5	93.4	3.4	11.0	0.0	-2.2
